Wee1 stabilizer – inhibitors of human Wee1 degradation. P30291. HeLa Luc-Wee1K328M stability, luciferase luminescence; 100% = proteasome inhibitor MG132 effect. reporter increase, % at 5 µM. 220,000 compounds, 1.2% hits. AID 1321;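 active = activation above the mean of all tested compounds plus 3 SD, set per screening run, cut at about 8.8% in these data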;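 note: cells exposed to compound for 20 h before luminescence read; 0% = DMSO alone and 100% = MG132 at 30 µM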
RBBP9 inh – human RBBP9 hydrolase inhibition | recombinant RBBP9, FP-Rh probe fluorescence polarization | AID 1515 | inhibition, % at 7.94 µM | O75884 | 220,000 compounds, 0.2% hits;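 active = inhibition above the campaign mean of all tested compounds plus 3 SD, cut at about 14% in these data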;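 note: plate controls were DMSO wells with RBBP9 for no effect and wells lacking RBBP9 protein for full effect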
Target sequence (O75884 whole entry, looked up): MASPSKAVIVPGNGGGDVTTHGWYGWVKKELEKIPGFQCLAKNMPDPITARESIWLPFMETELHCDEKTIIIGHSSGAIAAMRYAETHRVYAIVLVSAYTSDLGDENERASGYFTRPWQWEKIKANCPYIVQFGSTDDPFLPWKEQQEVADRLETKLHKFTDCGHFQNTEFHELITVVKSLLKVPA
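Assay system: recombinant human RBBP9; Reagent: Serine-hydrolase probe FP-Rh, 375 nM pre-mixing; Doses: 7.94 µM single dose, 0.794% DMSO; Incubation: 30 min then 45 min, 25 °C; Detection: fluorescence polarization (mP), excitation 525 nm, emission 598 nm; Evaluation: percent inhibition from mP, scaled between DMSO and no-protein wells.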
TNF necrop inh – inhibitors of TNF-alpha induced necroptosis in Jurkat FADD-/- cells; activation (protection from cell death), % at 10 µM; AID 463075; Jurkat FADD-/- TNF necroptosis rescue, ATP luminescence, 24 h; 0 = TNF only, 100 = no-TNF cells; 220,000 compounds, 0.068% hits;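 active = activation, meaning protection from cell death, of at least 50% relative to plate controls; inactive = activation below 50%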;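 note: necroptosis triggered by 40 ng/mL TNF-alpha added together with compound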
TRPN1 ag – agonists of zebrafish TRPN1 channel. 220,000 compounds, 0.18% hits. AID 1424. HEK293 zebrafish TRPN1-YFP, Fluo-8 calcium fluorescence; 100% = response to 87 µM carbachol. activation, % at 3 µM;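 active = activation above its plate's cutoff, the mean activation of test wells on that plate plus 3 SD, cut at about 19% in these data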;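 note: 0% = DMSO alone and 100% = 87 µM carbachol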
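Assay system: Zebrafish TRPN1-YFP in HEK293 cells | Incubation: Dye loading 1 h at 37 °C, then 30 min room temperature | Measured by: Kinetic Fluo-8 fluorescence, ex 470-495, em 515-575 nm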
BaF3 tox – parental Ba/F3 viability inhibition as JAK2V617F counter-screen | CellTiter-Glo ATP luminescence | 220,000 compounds, 1.1% hits | inhibition, % at 5.6 µM;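 active = inhibition above a per-campaign cutoff, the mean inhibition of all tested compounds plus 3 SD, cut at about 27% in these data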;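 note: 0% = DMSO wells and 100% = JAK Inhibitor I control wells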
Ba/F3 V617F tox – lowers viability of Ba/F3 cells expressing EpoR and JAK2V617F | ATP luminescence | 220,000 compounds, 1.1% hits | inhibition, % at 5.6 µM;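 active = inhibition above the campaign mean plus 3 SD over all tested compounds, cut at about 24% in these data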;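 note: cytokine-independent growth of Ba/F3 cells driven by EpoR plus mutant JAK2; 0% = DMSO-treated cells and 100% = JAK inhibitor I control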
CHOP inhibitor – CHOP inhibition in unfolded protein response; CHO-K1 CHOP-promoter luciferase, tunicamycin-induced, 15-18 h; inhibition, % at 10 µM; 220,000 compounds, 3.8% hits;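 active = compounds that reduced the stress-induced luciferase reporter signal by more than about 70% of percent inhibition, limit read from the data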;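 note: 0% = tunicamycin plus vehicle and 100% = wells without tunicamycin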
TRPML3 ag – human mucolipin-3 channel agonism | Q8TDD5 | HEK293 TRPML3-YFP, Fluo-8 calcium fluorescence; 100% = the carbachol control signal | activation, % at 3 µM | 220,000 compounds, 0.29% hits | AID 1448;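 active = activation above its plate's cutoff, the mean activation of the plate's test wells plus 3 SD, cut at about 12% in these data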;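 note: 0% = DMSO only wells and 100% = carbachol wells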
Target sequence (Q8TDD5 whole entry, looked up): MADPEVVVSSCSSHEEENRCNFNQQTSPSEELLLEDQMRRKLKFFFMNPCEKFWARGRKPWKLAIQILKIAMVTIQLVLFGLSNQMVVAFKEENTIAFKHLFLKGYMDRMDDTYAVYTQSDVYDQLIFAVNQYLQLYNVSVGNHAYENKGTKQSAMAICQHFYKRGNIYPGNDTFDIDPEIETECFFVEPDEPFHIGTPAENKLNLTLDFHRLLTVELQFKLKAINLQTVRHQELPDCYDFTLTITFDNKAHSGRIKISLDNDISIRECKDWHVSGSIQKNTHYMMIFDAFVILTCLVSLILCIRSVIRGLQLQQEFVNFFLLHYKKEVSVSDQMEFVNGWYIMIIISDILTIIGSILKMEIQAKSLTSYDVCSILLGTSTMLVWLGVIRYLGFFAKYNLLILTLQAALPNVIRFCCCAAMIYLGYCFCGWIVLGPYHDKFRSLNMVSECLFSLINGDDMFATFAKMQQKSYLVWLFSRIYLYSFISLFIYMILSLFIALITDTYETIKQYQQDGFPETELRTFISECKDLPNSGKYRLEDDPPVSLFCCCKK
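Test system: HEK293 cells stably carrying human TRPML3-YFP; Doses: single dose, 3 µM final nominal compound, 0.3% DMSO final; Schedule: dye loading 1 h 37 °C then 30 min ambient, 125 s read; Technique: Fluo-8 calcium fluorescence; Benchmarks: high control carbachol 87 µM, low control DMSO.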
PPC-1+TRAIL kill – compounds killing PPC-1 cancer cells with TRAIL present (potentiator screen, no TRAIL-free arm) | cell killing (% activity), % at 4 µM | 220,000 compounds, 0.41% hits | AID 1443 | PPC-1 cells + TRAIL, ATPLite viability luminescence;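 active = cell killing above 50% in the first pass at 4 µM, then a duplicate retest at 5 µM averaging 50% or more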;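 note: plate controls were cells with TRAIL plus DMSO for no effect and medium-only wells lacking cells for full effect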
* marks the source's active call; other numbers are inactive results; . = no result given.

SMILES	Wee1 stabilizer	RBBP9 inh	TNF necrop inh	TRPN1 ag	BaF3 tox	Ba/F3 V617F tox	CHOP inhibitor	TRPML3 ag	PPC-1+TRAIL kill
Cc1ccc(/C(O)=C2/C(=O)C(=O)N(CCCn3ccnc3)C2c2ccccn2)cc1 (configuration not stated)	-1	-5	-2.1	0.9	1	4	-10	0.2	-4
O=C(N/N=C\C=C\c1ccc2c(c1)OCO2)c1ccc(F)cc1	-1	3	-0.4	0.6	3	-3	-5	0.5	8
Cc1ccc(NC(=O)c2csc3c2CCCC3)cc1	2	-5	2.4	-1.9	9	-1	25	0.6	34
CN(Cc1ccccc1)S(=O)(=O)c1cccc(C(=O)O)c1	-1	3	0.0	-0.2	3	-2	8	0.8	11
Cc1ccc(C(=O)OCC(=O)Nc2ccccc2Sc2ccccc2)cc1C	-1	-3	0.5	0.5	6	3	38	0.8	13
Cc1ccccc1S(=O)(=O)NNC(=O)C(=O)NNc1ccccn1	-1	-3	-2.8	0.2	6	4	30	0.7	17
O=C(NCCO)c1cccc(Cl)c1	-4	-9	0.6	-1.0	-3	-2	13	0.8	-8
CCOC(=O)N1CCN(S(=O)(=O)c2cc(OCC(=O)NC3CCCCC3)c(C)cc2Cl)CC1	-1	-5	-1.8	2.0	2	-1	75*	-0.4	-6
COc1cc(C)nc(N2CCCC(C(=O)NCC(C)C)C2)n1 (configuration not stated)	1	-1	-2.2	-0.7	8	-1	14	-1.3	10
COc1ccc(-c2csc(NC(=O)CSc3nc(SC)ns3)n2)cc1	2	-5	0.5	1.6	1	-3	-4	0.4	19
CC(=O)SC(C)CC(=O)Nc1ccccc1 (configuration not stated)	-1	-6	1.2	-0.6	5	0	28	-0.2	-8
COc1ccc(NC(=O)c2ccccc2NS(=O)(=O)c2ccc(C)cc2)c([N+](=O)[O-])c1	-3	1	1.9	0.0	8	-1	-9	2.7	18
Cc1nn(C)c(-c2n[nH]c(=S)n2-c2ccccc2)c1Cl	-1	-4	0.2	0.5	2	5	-9	0.4	-18
CCOc1cc(C2NC(=O)N(C)C(C)=C2C(=O)OC)cc(Br)c1O (configuration not stated)	-3	0	-1.9	0.3	5	-3	34	-0.3	8
CCN1CCN(CC(O)COCC2COc3ccccc3O2)CC1 (configuration not stated)	-2	-10	0.4	1.4	7	2	6	-1.4	20
COc1ccc(S(=O)(=O)n2nc(OC(=O)c3ccncc3)cc2N)cc1	-1	-3	0.8	2.5	-3	-1	21	1.0	8
COc1ccccc1C(=O)NC(=O)CSc1cccc[n+]1[O-]	0	2	0.9	-1.4	5	2	-7	1.3	19
CCC(OC(=O)C(NC(=O)c1ccccc1)c1ccccc1)C(=O)Nc1cc(C)on1 (configuration not stated)	-1	1	-1.1	-1.5	4	0	-11	-0.2	-2
CC(=O)c1c(CC(=O)O)[nH]n(-c2nc3ccccc3s2)c1=O	1	-7	-2.3	0.8	12	9	-2	1.2	44
CC(C)(C)C(=O)Nc1sc2c(c1-c1nc3ccccc3[nH]1)CCCC2	-2	0	2.0	1.6	4	-4	83*	0.5	16
CCOc1ccccc1OCCNC1CCCC1	-1	-5	0.7	-0.2	2	1	16	1.2	2
Cc1ccc(NC(=O)CC2C(=O)OCC3CCCCN32)cc1Cl (configuration not stated)	2	-2	0.6	1.3	6	-2	51	-0.1	12
COCc1cc(C)nc(SCC(=O)Nc2cccc(C)c2)c1C#N	-2	0	-0.6	0.9	4	3	26	0.6	31
COc1ccc(C(C(=O)NC2CCCC2)N(C(=O)c2snc(-c3ccc(F)cc3)c2N)c2ccc(F)cc2)cc1 (configuration not stated)	-1	-3	-6.2	-1.1	1	-3	47	-0.2	7
O=C(Nc1ccc(F)cc1)C(Sc1nc2ccccc2[nH]1)c1ccccc1 (configuration not stated)	1	-8	5.6	-1.8	8	1	52	0.2	23

Part of the list above, reduced to TNF necrop inh, TRPN1 ag and CHOP inhibitor:
structure | TNF necrop inh | TRPN1 ag | CHOP inhibitor
Cc1ccc(NC(=O)CC2C(=O)OCC3CCCCN32)cc1Cl (configuration not stated) | 0.6 | 1.3 | 51
O=C(NCCO)c1cccc(Cl)c1 | 0.6 | -1.0 | 13
Cc1ccc(/C(O)=C2/C(=O)C(=O)N(CCCn3ccnc3)C2c2ccccn2)cc1 (configuration not stated) | -2.1 | 0.9 | -10

(cont.)
SMILES	Wee1 stabilizer	RBBP9 inh	TNF necrop inh	TRPN1 ag	BaF3 tox	Ba/F3 V617F tox	CHOP inhibitor	TRPML3 ag	PPC-1+TRAIL kill
Nc1nnc(CC(=O)N/N=C\c2cc([N+](=O)[O-])ccc2O)s1	4	-2	-0.9	0.0	2	-3	21	0.4	26
CC(C)N(Cc1nc(-c2ccccc2)no1)C(=O)CSc1ccccc1	-2	-6	-1.7	-0.5	7	5	49	-1.0	5
CC(C)c1nnc(SCC(=O)N2CCN(C(=O)c3ccco3)CC2)n1N	-1	2	1.3	1.3	10	0	25	0.3	0
Cc1ccc2cc(/C=N/NC(=O)c3ccccc3[N+](=O)[O-])c(Cl)nc2c1	-6	-7	3.2	1.6	3	6	26	1.5	0
Cc1ccsc1C(=O)NNC(=O)C1CC=CCC1C(=O)O (configuration not stated)	1	-3	-0.1	-0.7	6	2	13	0.6	8
CCOC(=O)N1CCN(c2c(N3CCN(c4ccccc4OC)CC3)c(=O)c2=O)CC1	0	1	-0.1	0.7	9	4	.	-0.2	12
CCOc1cccc(N2C(=O)CC(NNC(=O)c3ccc(Br)o3)C2=O)c1 (configuration not stated)	4	4	2.0	-1.2	-3	0	11	0.2	0
O=C(Nc1ccccc1)N1CCSc2cc(Cl)ccc21	-1	2	-3.3	-1.1	5	0	53	-1.0	7
NNC(=O)C1CC(O)CN1S(=O)(=O)c1ccc(Cl)cc1 (configuration not stated)	-1	2	0.2	-0.7	7	3	30	1.0	-5
Cc1ccc(NC(=O)Nc2ccccc2)c(Br)c1	2	-9	1.2	-0.8	6	1	38	1.0	6
Cc1cn(S(=O)(=O)c2ccc(Br)cc2)cn1	8	-4	1.2	0.5	4	-1	-8	1.4	5
CC(C(=O)c1ccccc1)n1cnc2ccccc2c1=O (configuration not stated)	1	-9	19	-0.4	2	-2	-9	0.7	12
CC1(C)CC2(CCO1)OC(=O)CC2C(=O)Nc1ccccc1Cl (configuration not stated)	-4	3	-0.4	0.5	90*	3	-6	0.6	-6
COc1ccc(Cl)cc1NC(=O)N(C)Cc1c(C)nn(C)c1C	-1	-4	-0.1	0.0	6	2	-29	0.3	5
COc1cc(-c2cc3nc(C)c(C)c(=O)n3[nH]2)cc(OC)c1OC	5	0	-1.2	1.4	3	5	12	1.1	9
Cc1c(C(=O)N2CCCCC2)nnn1-c1nonc1N	1	-1	0.7	-1.5	0	-2	24	0.7	-5
O=C1C2CC=C(Cl)CC2C(=O)N1CNc1ccccn1 (configuration not stated)	1	6	0.2	0.5	3	-5	-1	1.0	-2
CC(=O)NCCc1cc2ccc(C)c(C)c2[nH]c1=O	-2	1	1.1	0.5	3	2	7	0.4	25
CCOC(=O)C1CCN(C(=S)Nc2cccc(C)c2C)CC1	7	-2	1.7	0.8	3	0	10	0.9	-1
CNC(=O)CSc1nnc(-c2cccnc2)n1-c1ccc(C)cc1	-1	-2	1.0	0.5	0	-2	-2	0.3	-8
O=[N+]([O-])c1cccc(-c2ccc(C(=S)N3CCOCC3)o2)c1	6	-2	-1.1	-1.6	-2	-2	-22	-0.3	28
Cc1cc(C)c(C#N)c(SCC(=O)Nc2ccc(S(=O)(=O)Nc3onc(C)c3C)cc2)n1	4	6	2.9	0.2	4	0	18	-0.2	32
Cc1ccc(C(=O)c2c[nH]c(C(=O)NCCCN3CCOCC3)c2)cc1	-3	-5	-2.7	0.5	5	1	4	0.4	5
Cc1ccc(N2CCN(C(=S)c3ccc(N(C)C)cc3)CC2)cc1	0	-7	-1.7	-0.8	1	-2	44	0.7	10
O=C(CSc1nc2ccc(Cl)cc2[nH]1)Nc1ccc2c(c1)CCC2	0	-7	3.2	0.5	4	-2	71*	-0.3	22

(cont.)
SMILES	Wee1 stabilizer	RBBP9 inh	TNF necrop inh	TRPN1 ag	BaF3 tox	Ba/F3 V617F tox	CHOP inhibitor	TRPML3 ag	PPC-1+TRAIL kill
COc1ccc(OCCC(=O)NCC23CC4CC(CC(C4)C2)C3)cc1	4	4	1.1	-1.2	0	-2	29	0.0	0
COc1ccc(C)cc1N(CC(=O)Nc1cccnc1)S(=O)(=O)c1ccc(C)cc1	-4	-3	0.0	0.4	10	-1	-8	-0.3	7
O=C(Cc1ccc2cccnc2c1)c1ccc(O)cc1O	3	-6	-1.7	0.8	4	-3	-4	-1.0	14
CC1=C/C(=C/N(C)c2ccccc2)C(=O)S1	-2	-6	-2.6	1.0	2	0	24	0.2	12
O=C(NCCc1ccccc1)C1CCN(C2CCN(Cc3ccco3)CC2)CC1	4	0	0.3	0.5	7	2	9	0.6	10
O=C(c1cccc(C(F)(F)F)c1)c1c[nH]c(C(=O)NCCCN2CCOCC2)c1	0	-10	1.6	0.7	2	2	8	1.6	4
COc1cccc(CN(C)C(=O)CCc2nnc(-c3ccsc3)o2)c1	0	-1	1.1	-1.2	2	1	-11	-0.1	18
O=C(O)c1cccc(N2CCCCS2(=O)=O)c1	9	-6	-2.2	0.1	6	4	-6	0.3	2
COc1ccccc1C(=O)Nc1cc2ccccc2oc1=O	-1	0	0.2	-0.6	2	-5	-1	0.5	25
Cc1ccc(CNC(=O)c2cccc(-n3cnnn3)c2)cc1	-2	-2	3.0	0.1	5	2	45	1.1	10
Cc1c(NC(=O)NC(=O)c2ccc(F)cc2)c(=O)n(-c2ccccc2)n1C	-4	-4	-1.8	0.7	-2	2	17	1.2	26
COc1ccc(C(=O)C2CCCN(C(=O)c3cc(C(C)C)no3)C2)cc1F (configuration not stated)	1	6	0.4	0.3	6	3	0	0.9	7
Cc1ccc(NC(=O)c2nc[nH]c2C(=O)Nc2ccc(C)cc2)cc1	-2	-6	-2.5	2.0	4	-2	-8	0.4	10
CC(=O)Nc1ccc(NC(=O)c2ccc(CSc3ccccc3)o2)cc1	-2	-2	1.2	2.3	5	-1	9	1.6	7
O=C(Nc1ccc(Cl)cc1)Nc1ccc2c(c1)N1CCN=C1S2	2	-7	-10	7.4	1	-5	23	3.9	3
Cn1cnnc1SCC(=O)NCCc1ccc(Cl)cc1Cl	1	-5	0.4	-0.3	4	0	-6	-1.0	15

Screening data (PubChem BioAssay)
